# ELG1 repair inh – inhibitors of ELG1-dependent DNA repair in HEK293T cells. 330,000 compounds, 2.3% hits. Potency, µM (doses to about 46.1 µM), for the others: at the highest dose activity change, negative = inhibition, actives largely listed as inhibitors. AID 504467. HEK293T ELG1-luciferase reporter, luminescence, 16 h; DNA damage induced by 5-fluorouridine; note: potency is the fitted concentration of half-maximal effect; % is set by controls: 0 for no effect and ±100 for the full control effect; nearly all actives have a fitted effect of over 55% in size
#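 Reporter activity after DNA damage by 5-fluorouridine is monitored. Compound-treated cells incubate 16 hr at 37 °C, then ONE-Glo is added for 30 min before luminescence reading.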
# Rab9 promoter act – activators of Rab9 promoter; Potency, µM (series often up to 9.22 µM), without a hit: top-dose activation, negative = inhibition, hits mostly activators; Huh7 Rab9 promoter-luciferase reporter, luminescence, 24 h; 320,000 compounds, 2.8% hits; note: potency is the fitted concentration of half-maximal effect; % of control where 0% means no effect; nearly all actives have a fitted effect of over 60% in size
#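 Huh7 cells stably carrying Rab9 promoter–luciferase reporter, plated 1500 cells/well, compound added after 2 h and incubated 24 h at 37 °C; luciferase luminescence then read after 10 min with detection reagent.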
# RORgamma inh – inhibitors of mouse ROR gamma transcriptional activity; Potency, µM (series often up to 53.6 µM), inactives show top-dose activity change, negative = inhibition, actives largely listed as inhibitors; Drosophila S2 Gal4-RORgamma UAS-luciferase reporter, 20 h; P51450; 310,000 compounds, 5.4% hits; AID 2551; note: potency is the fitted concentration of half-maximal effect; % is set by controls: 0 for no effect and ±100 for the full control effect; nearly all actives have a fitted effect of over 60% in size
# Target sequence (P51450 whole entry, looked up, the tested form may be a part): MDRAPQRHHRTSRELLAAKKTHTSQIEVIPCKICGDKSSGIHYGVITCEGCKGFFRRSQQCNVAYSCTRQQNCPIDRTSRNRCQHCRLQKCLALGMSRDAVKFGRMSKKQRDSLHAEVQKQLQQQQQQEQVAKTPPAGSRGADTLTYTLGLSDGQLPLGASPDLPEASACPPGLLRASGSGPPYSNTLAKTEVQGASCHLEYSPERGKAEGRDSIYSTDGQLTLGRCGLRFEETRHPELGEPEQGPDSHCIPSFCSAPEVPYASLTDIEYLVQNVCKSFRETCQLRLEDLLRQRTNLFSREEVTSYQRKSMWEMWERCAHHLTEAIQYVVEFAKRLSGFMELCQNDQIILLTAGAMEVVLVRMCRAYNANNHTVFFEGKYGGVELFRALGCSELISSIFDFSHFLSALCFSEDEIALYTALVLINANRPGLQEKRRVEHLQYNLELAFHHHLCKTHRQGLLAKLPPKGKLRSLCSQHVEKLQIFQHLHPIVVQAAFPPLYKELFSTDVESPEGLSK
#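 ROR gamma transcriptional activity was tracked as Gal4-UAS luciferase output in stably transfected Drosophila Schneider cells, with compound added 1 hr before 700 uM copper sulfate induction and a 20 hr ambient-temperature incubation.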
# BRCA1 expr act – activators of BRCA1 expression. MCF7-BRCA1-FFLuc reporter, luminescence, 48 h; response scale: scaled: vehicle 0%, 10 µM genistein 100%. Potency, µM (doses to about 46.1 µM), for the others: at the top dose activation, usual class: activators. 380,000 compounds, 1.1% hits. AID 624202; note: potency is the fitted concentration of half-maximal effect; nearly all actives have a fitted effect of over 80% in size; some results filed as inactive show a strong effect at the top dose
#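 Reporter cells (MCF7, BRCA1 promoter-firefly luciferase) received library compounds across a concentration series for 48 h. End-point luminescence was measured and concentration-effect curves derived after normalization.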
# ELG1 genotoxic – genotoxicity induction in ELG1-luciferase HEK293T cells; AID 504466; 330,000 compounds, 1.3% hits; Potency, µM (titrated, usually from 46 µM), for inactives: at the highest dose activity change, positive = activation, hits mostly activators; HEK293T ELG1-luciferase reporter, luminescence, 16 h; note: potency is the fitted concentration of half-maximal effect; % of control where 0% means no effect; nearly all actives have a fitted effect of over 60% in size
#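 16 hr compound incubation (37 °C, 5% CO2) of HEK293T cells carrying luciferase-tagged ELG1; luciferase then measured by ONE-Glo luminescence after 30 min at RT.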
# NPC1 prom act – activates the NPC1 promoter. 320,000 compounds, 2.4% hits. Huh7 NPC1 promoter luciferase reporter, 24 h. Potency, µM (series often up to 9.22 µM), without a hit: at the top dose activation, most hits filed as activators;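 note: potency is the fitted concentration of half-maximal effect; % of control where 0% means no effect; nearly all actives have a fitted effect of over 60% in size; reporter is driven by a mutant NPC1 promoter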
#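 Cells: Huh7 expressing luciferase under the NPC1 promoter, 1500/well. Seeded 2 h, compound added, incubated 24 h at 37 °C. Luciferase reagent, 10 min ambient, then luminescence.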
# Tb PFK block – T. brucei PFK enzyme inhibition. O15648. T. brucei PFK, ADP-Glo luminescence. Potency, µM (series often up to 57.5 µM), without a hit: at the top dose activity, negative = inhibition, usual class: inhibitors. 330,000 compounds, 0.17% hits. AID 485367;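 note: potency is the fitted concentration of half-maximal effect; 0% = uninhibited 1x PFK enzyme wells and -100% = no-enzyme wells; nearly all actives have a fitted effect of over 60% in size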
# Target sequence (O15648 whole entry, looked up): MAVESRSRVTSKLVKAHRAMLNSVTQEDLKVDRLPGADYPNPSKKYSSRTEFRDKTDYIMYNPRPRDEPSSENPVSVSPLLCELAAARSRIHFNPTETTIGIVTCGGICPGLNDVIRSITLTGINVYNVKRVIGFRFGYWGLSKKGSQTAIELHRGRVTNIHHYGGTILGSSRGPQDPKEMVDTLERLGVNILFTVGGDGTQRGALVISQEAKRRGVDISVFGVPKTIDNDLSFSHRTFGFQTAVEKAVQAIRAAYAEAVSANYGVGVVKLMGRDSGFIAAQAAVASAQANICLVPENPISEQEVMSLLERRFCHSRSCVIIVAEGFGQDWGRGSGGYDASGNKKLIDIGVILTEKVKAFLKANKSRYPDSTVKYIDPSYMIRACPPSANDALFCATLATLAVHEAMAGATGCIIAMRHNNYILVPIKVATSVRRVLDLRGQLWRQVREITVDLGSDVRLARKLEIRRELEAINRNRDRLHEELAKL
#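 Activity is normalized to no-enzyme wells (full inhibition) and 1.25 nM enzyme wells (no inhibition). Reaction: 0.5 mM F6P, 0.1 mM ATP, 45 min RT, ADP-Glo luminescence; concentration-response curves fitted and classed by quality.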
# FLuc counter – firefly luciferase modulation, counter-screen for miR-21 project | P08659 | purified FLuc, Km substrates, luminescence inhibition | Potency, µM (top dose mostly 57.5 µM), for inactives: at the highest dose activity change, negative = inhibition, most hits filed as inhibitors | 360,000 compounds, 6.9% hits | AID 588342;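 note: potency is the fitted concentration of half-maximal effect; plate controls were vehicle for no effect and reference inhibitor for full effect; nearly all actives have a fitted effect of over 55% in size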
#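 Biochemical qHTS of compounds, final roughly 60 µM downward over six points, against 10 nM purified firefly luciferase using Km concentrations of substrates (10 uM D-luciferin, 10 uM ATP) in Tris acetate pH 7.5 buffer; luminescence output.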
# p53 reactivator – restores transcriptional activity of mutant p53. H1299 p53-A138V BP100-luciferase reporter, luminescence, 24 h. Potency, µM (series often up to 92.2 µM), for the others: at the top dose activity change, positive = activation, usual class: activators. 320,000 compounds, 0.063% hits. AID 504706; note: potency is the fitted concentration of half-maximal effect; % of control where 0% means no effect; nearly all actives have a fitted effect of over 45% in size
#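 H1299 (p53-null), stable ts p53-A138V + BP100-Luc; 1000 cells/well, Opti-MEM/10% FBS; cpd 4 pt, 1:5; 24 h, 37 deg C, 5% CO2; detection reagent 10 min RT; luminescence.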
# Gal4-VP16 FLuc – inhibits Gal4-VP16 luciferase reporter, ROR gamma counter-screen. Potency, µM (highest dose often 53.6 µM), for inactives: top-dose activity, negative = inhibition, hits mostly inhibitors. 310,000 compounds, 3.5% hits. Drosophila S2 Gal4-VP16 UAS-luciferase, luminescence, 20 h;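 note: Gal4-VP16 expression switched on by copper sulfate through the metallothionein promoter; potency is the fitted concentration of half-maximal effect; % is set by controls: 0 for no effect and ±100 for the full control effect; nearly all actives have a fitted effect of over 50% in size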
# TRPV1 ag – activates the human vanilloid receptor TRPV1 | TRPV1-expressing cells, Fluo-8 calcium influx, agonist mode | Q8NER1 | 320,000 compounds, 0.19% hits | activation, % at 8.33 µM; in the data active = activation above about 80%; inconclusive = between about 30% and that limit; note: 0% is about no effect
#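 Cells expressing TRPV1 were dye-loaded with Fluo-8 and read kinetically: 10 s baseline, 3 min after compound (agonist portion), then 2 min after EC20 capsaicin (allosteric enhancer portion). Calcium-bound dye fluorescence at 480/520 nm.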
# * = called active by the depositor; u = inconclusive; x = no result given; & = joins results of further samples; [ ] = remark or other dose. Unless noted, calls come from the whole dose curve; as a rule, active = well fitted curve in the direction sought with a large enough effect; inconclusive = small, poorly fitted or top-dose-only effect, or another doubt; inactive = no such curve, though single readings can be large; an effect the other way counts as inactive or inconclusive.
SMILES,ELG1 repair inh,Rab9 promoter act,RORgamma inh,BRCA1 expr act,ELG1 genotoxic,NPC1 prom act,Tb PFK block,FLuc counter,p53 reactivator,Gal4-VP16 FLuc,TRPV1 ag
CC(C)CCNC(=O)Cn1c(=O)oc2cc(S(=O)(=O)N3CC(C)CC(C)C3)ccc21 (configuration not stated),19%,-8%,u,1%,9%,1%,-5%,2%,1%,u,u
CCN(CC)CCN(Cc1cc2ccc(C)cc2[nH]c1=O)C(=S)Nc1ccccc1C(=O)OC,-1%,-2%,25%,-26%,-3%,-1%,-7%,-2%,2%,0%,-8
Cc1noc(C)c1CN1C(=O)NC(Cc2ccccc2)(Cc2ccccc2)C1=O,7%,-3%,11µM*,3%,-12%,4%,0%,0%,5%,-1%,-1
CC1=C(C)CC(C(=O)NNC(=O)c2csc3c2CCC(C(C)(C)C)C3)C(C(=O)O)C1 (configuration not stated),9%,-5%,-7%,-19%,-1%,-2%,-9%,u,6%,-5%,0
COc1ccc(C2/C(=C(/O)c3ccccc3)C(=O)C(=O)N2C)c(OC)c1 (configuration not stated),20%,-2%,-12%,-2%,2%,-1%,1%,2%,2%,2%,3
Cc1cc(Br)cc(C)c1NC(=S)NC(=O)CC(C)C,-2%,0%,4.5µM*,0%,1%,0%,2%,1%,13%,7.9µM*,u
COCc1nnc(NC(=O)C2CC(=O)N(C3CCCC3)C2)s1 (configuration not stated),-2%,-2%,-18%,18%,-4%,-3%,-10%,0%,8%,5%,-1
CC1(C)Cc2c(sc3ncnc(NN)c23)CO1,u,0%,u,-32%,-16%,-5%,-3%,1%,-8%,u,-3
COc1ccc(C(=O)NCCS(=O)(=O)NCc2cccnc2)cc1,u,-4%,x,-6%,1%,-1%,-5%,1%,1%,x,-1
Cc1cccc(CN2CCN(C(C)C(=O)NC(C)c3ccccc3)CC2)c1 (configuration not stated),1%,-1%,13%,2%,-3%,-1%,-4%,-1%,-1%,-1%,9
COc1ccccc1CNC(=O)COC(=O)c1c[nH]c2ccccc12,-18%,8%,x,-27%,-1%,8%,0%,-9%,0%,x,-1
O=C(Nc1ccc2c(c1)C(=O)N(C1CCCCC1)C2=O)C1CCCO1 (configuration not stated),-19%,23%,u,-1%,4%,-3%,-5%,-19%,11%,-6%,u
CC(=O)c1ccc(Nc2c(C)n(C)n(-c3ccccc3)c2=O)cc1,1%,-29%,-15%,0%,1%,-3%,-4%,0%,0%,0%,1
COCCn1c(SCC(=O)Nc2cccc(C(=O)OC)c2)nc2ccccc2c1=O,u,3%,25%,-26%,-15%,1%,4%,3%,-5%,-2%,5
COc1ccc(Cl)cc1NC(=O)CNc1ccccc1CN(C)C1CCCCC1,-11%,1%,14%,-65%,-11%,-2%,0%,-1%,-1%,-2%,19
Cc1ccc(C(=O)OCC(=O)NC(C)c2ccccc2)s1 (configuration not stated),4%,x,x,-1%,4%,x,-8%,x,22%,x,x
CN(C)C(CNS(=O)(=O)c1ccc2ccccc2c1)c1ccccc1 (configuration not stated),12%,2%,-2%,5%,0%,-6%,6%,1%,-3%,-3%,9
CCCC1=Nc2cc(C(=O)N3CCC(C(=O)OCC)CC3)ccc2Sc2ccccc21,-12%,-2%,28%,-10%&2%,-7%,-2%,1%,1%&-4%,-1%,9%,7
Cc1ccc(C)c(S(=O)(=O)N2CCNCC2)c1,5%,9%,0%,2%,2%,-8%,2%,-2%,14%,-2%,1
CC(C)(C)C(=O)Cn1ncc(N2CCOCC2)c(Br)c1=O,u,26%,2%,33%,9%,7%,-2%,-2%,16%,4%,1

# Two entries from above, tab-delimited:
canonical_smiles	ELG1 repair inh	Rab9 promoter act	RORgamma inh	BRCA1 expr act	ELG1 genotoxic	NPC1 prom act	Tb PFK block	FLuc counter	p53 reactivator	Gal4-VP16 FLuc	TRPV1 ag
CC(C)(C)C(=O)Cn1ncc(N2CCOCC2)c(Br)c1=O	u	26%	2%	33%	9%	7%	-2%	-2%	16%	4%	1
COc1ccccc1CNC(=O)COC(=O)c1c[nH]c2ccccc12	-18%	8%	x	-27%	-1%	8%	0%	-9%	0%	x	-1

# Following part.
SMILES,ELG1 repair inh,Rab9 promoter act,RORgamma inh,BRCA1 expr act,ELG1 genotoxic,NPC1 prom act,Tb PFK block,FLuc counter,p53 reactivator,Gal4-VP16 FLuc,TRPV1 ag
Cc1ccc(NC(=O)COC(=O)c2oc3ccccc3c2C)cc1S(=O)(=O)N1CCOCC1,-29%,-10%,x,-1%,-1%,-2%,-1%,3%,-4%,x,-1
Cc1ccc(CNS(=O)(=O)c2ccc3c(c2)OCCO3)cc1,-8%,-6%,23%,-10%,-1%,-3%,-2%,2%,-4%,-12%,10
CCOC(=O)c1sc(NC(=O)CSc2ccccn2)c(C#N)c1C,x,x,-6%,-3%,x,x,x,5%,x,-23%,-4
C[C@@H]1CC[C@]2(O[C@@H](CCO)C[C@H](O)[C@H]2O)O1,9%,3%,u,6%,-1%,-3%,-5%,1%,-3%,-2%,2
O=C(CNC(=O)c1ccc(-c2ccccc2)cc1)Nc1cccc(CO)c1,u,x,x,63%,13%,x,0%,x,17%,x,x
COCC(=O)Nc1c(C(=O)Nc2cccc(OC)c2)oc2ccccc12,u,3.5µM*,38%,u,u,3.5µM*,2%,0%,u,-4%[0.365 µM],20
O=C(CCSc1nnnn1-c1ccccc1)N1CCOCC1,20%,12%,20%,91%,11%,11%,-20%,-4%,27%,19%,5
COC1CCCN(C(=O)c2cccc(OC3CCN(S(=O)(=O)N(C)C)CC3)c2)C1 (configuration not stated),5%,-1%,29%,1%,1%,3%,-2%,1%,-26%,-10%,-4
COc1ccc(Cc2noc(-c3ccccc3)n2)cc1OC,u,-4%,-28%,19%,0%,-2%,0%,-10%,0%,u,20
COc1ccc2c(c1)CCc1c(C(=O)NCc3ccc(F)cc3)noc1-2,5%,-2%,-22%,0%,17%,1%,0%,4%,-3%,-21%,u
O[C@@H]1CN(C2CCCCC2)CC[C@H]1N1CCN(CCc2ccccc2)CC1,-4%,1%,-16%[1.91 µM],11%,-1%,0%,1%,0%,u,-4%,-4
COC(=O)N/N=C/c1cccc(OC(=O)c2ccc3c(c2)OCO3)c1,1%,0%,23%,5%,-1%,-2%,0%,17µM*,2%,6%,x
CC1(C)Cc2c(sc(NC(=O)C(=O)N3CCCC3)c2C#N)CO1,7%,13%,-31%,36%,-5%,-5%,0%,u,u,-1%,0
CCN(CC)c1nc(Oc2ccc(C(=O)OC)cc2)nc(N2CCOCC2)n1,u,2%,-14%,-13%,-2%,-2%,3%,0%,u,0%[10 µM],26
Cc1ccc2c(c1)N(C(C)C(=O)NCc1ccccn1)C(=O)CO2 (configuration not stated),u,0%,-24%,-12%,4%,-3%,1%,3%,-3%,0%,-5
Cc1nn(Cc2ccccc2)c(=O)c2nn(-c3ccc(Cl)cc3)c(C)c12,u,-4%,u,-40%,-10%,-3%,0%,1%,-12%,u,1
O=C(c1ccccc1)N1CC(COc2ccccc2)OC(c2ccco2)O1 (configuration not stated),14%,-8%,-11%,-20%,2%,0%,-1%,-10%,-6%,u,27
CCOc1ccc(C2CC(c3ccc(OC)cc3)n3ncnc3N2)cc1 (configuration not stated),u,-1%,42%,62%,15%,2%,-4%,2%,2%,-4%,2
COc1cc2c(=O)n(Cc3ccccc3)c(=O)n(CC(=O)NCc3ccco3)c2cc1OC,-9%,-6%,-1%,-18%,6%,2%,-3%,-2%,-3%,6%,-3
CSCC[C@H](NS(=O)(=O)c1ccc(C)cc1)C(=O)N1CCC(C(=O)N[C@@H](C)C(=O)O)CC1,21%,0%,-7%,5%,0%,-1%,-2%,2%,5%,-10%,3
NS(=O)(=O)c1ccc(CCNC(=O)c2ccc(S(=O)(=O)N3CCCCC3)cc2)cc1,-2%,0%,-3%,-1%,-1%,-3%,2%,3%,-6%,6%,2
Cc1cc(C)n2nnnc2n1,0%,0%,-1%,-5%,-1%,2%,1%,-1%,-6%,-3%,3
Cc1cc(C)cc(C(=O)n2cnnc2N)c1,11%,-2%[1.84 µM],-46%,12%,-3%,0%,0%,4%,11%,-4%,0
CC(=O)Nc1ccc(Nc2nc3c(S(=O)(=O)c4ccc(C)c(C)c4)nnn3c3ccccc23)cc1,6%,2%,13%,-2%,13%,-3%,1%,4%,-4%,-6%,2
COc1ccc(-c2cc(C(F)F)n3ncc(C(=O)N4CCCCC4)c3n2)cc1,u,-1%,u,-42%,2%,-3%,0%,1%,0%,-13%,u
Cc1cc(C)cc(NC(=S)NCc2cccn2C)c1,11%,-4%,2.8µM*,3%,-4%,18%,0%,3%,1%,10µM*,0
